# High-throughput results (PubChem BioAssay)
# aGlu spleen mod = inhibits or activates alpha-glucosidase in human spleen homogenate; 240,000 tested, 0.006% active; P10253; AID 2112; human spleen homogenate, 4-MU-alpha-glucoside fluorescence; Potency, µM (doses to about 79.9 µM), for inactives: at the highest dose activity change, negative = inhibition, actives largely listed as inhibitors;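 also: 0% = enzyme with vehicle and -100% = no enzyme basal signal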
#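 Human spleen homogenate (1 ug) with 4-methylumbelliferyl-alpha-D-glucopyranoside (1 mM final) in 50 mM citrate/phosphate pH 5.0, 0.01% Tween-20; 40 min at 37 C. Stopped at pH 10; 4-MU fluorescence Ex 365/Em 440 nm; AC50 by Hill fit.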
# Tau fluor cs = counter-screen for tau fibril formation inhibitors. tau K18 P301L Alexa594 fluorescence, heparin fibrillization. Potency, µM (series often up to 57.7 µM), for the others: at the highest dose activity change, negative = decrease. 280,000 tested, 0.93% active; also: % is scaled to controls: 0 for no effect and ±100 for the full control effect; nearly all actives have a fitted effect of over 55% in size
#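 Human K18 P301L tau (15 uM unlabeled plus 0.24 uM Alexa 594-labeled, final) in 100 mM sodium acetate pH 7 was mixed with compound and 20 uM heparin and incubated 6 hr at 37 C.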
# Tau FP inhib = tau fibrillization inhibition (FP). P10636. K18 P301L tau heparin fibrillization, Alexa594 FP, 6 h. Potency, µM (titrated, usually from 57.7 µM), without a hit: at the top dose activity, negative = inhibition, actives largely listed as inhibitors. 280,000 tested, 0.39% active; also: % is scaled to controls: 0 for no effect and ±100 for the full control effect; nearly all actives have a fitted effect of over 55% in size
# Target sequence (P10636 561-689 P618L limits assumed): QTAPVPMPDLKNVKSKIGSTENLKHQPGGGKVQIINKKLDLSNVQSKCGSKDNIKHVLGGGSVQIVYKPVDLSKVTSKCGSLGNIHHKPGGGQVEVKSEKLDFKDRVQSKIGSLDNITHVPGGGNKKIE
#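 Recombinant K18 P301L […], labeled with Alexa 594 at 0.24 uM over 15 uM unlabeled; heparin inducer 20 uM final; 37 C, 6 hr; FP endpoint.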
# HTT ATP protect = Huntington cell model cytoprotection by ATP luminescence | PC12 HTT-Q103 induced, cytoprotection, ATP luminescence, 40 h | Potency, µM (top dose mostly 56.4 µM), inactives show cytoprotection (ATP increase), usual class: activators | 230,000 tested, 0.14% active | AID 1471;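 also: % of control where 0% means no effect; nearly all actives have a fitted effect of over 45% in size; toxic huntingtin expression switched on by the ecdysone agonist tebufenozide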
#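 Quantitative HTS on tebufenozide-induced (100 nM) PC12 cells expressing HTTQ103 exon 1–GFP; compounds tested as a concentration series; survival measured via cellular ATP.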
# Tau fibril ThT = tau fibrillization inhibition (ThT binding). P10636. recombinant tau K18 P301L (four-repeat tau fragment), heparin-induced fibrillization, ThT fluorescence. Potency, µM (series often up to 57.4 µM), without a hit: at the top dose activity, negative = inhibition, most hits filed as inhibitors. 270,000 tested, 2.1% active; also: % is scaled to controls: 0 for no effect and ±100 for the full control effect; nearly all actives have a fitted effect of over 55% in size
#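 K18 P301L tau (15 uM + 0.24 uM Alexa 594-tagged), heparin 20 uM, NaOAc pH 7, 6 h 37 C; ThT 30 uM, 1 h RT, ex 450/em 510 nm.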
# GAA inh = alpha-glucosidase (human) inhibition | purified human GAA, 4-MU-alpha-glucoside fluorescence | P10253 | AID 1466 | 200,000 tested, 0.005% active | Potency, µM (titrated, usually from 76.9 µM), for inactives: at the top dose activity change, negative = inhibition, hits mostly inhibitors;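 also: plate controls were uninhibited enzyme wells for no effect and no-enzyme background for full effect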
#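 Endpoint fluorogenic read: 20 min room-temperature reaction of 4 nM human alpha-glucosidase with 400 uM 4-methylumbelliferyl-alpha-D-pyranoside, pH 5.0, quenched with 1M NaOH/1M glycine pH 10. AC50 from Hill modeling.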
# GAA glycogen mod = alters human alpha-glucosidase cleavage of glycogen. P10253. recombinant GAA, glycogen substrate, Amplex Red glucose oxidase fluorescence. Potency, µM (top dose mostly 76.4 µM), for the others: at the top dose activity change, negative = inhibition, hits mostly inhibitors. 300,000 tested, 0.38% active. AID 2100;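 also: 0% = full enzyme reaction and -100% = no-enzyme basal signal; the screen sought inhibitors and activators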
#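 qHTS, 1536-well; enzyme 4 nM final; cpd up to 77 uM; substrate bovine liver glycogen 30 ug; 50 mM citrate/phosphate pH 5.0, 0.01% Tween-20; 37 C, 40 min; Amplex Red detection 45 min RT; Hill fit → AC50.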
# aGal spleen mod = inhibits or activates alpha-galactosidase in human spleen homogenate; P06280; human spleen homogenate, 4MU-alpha-Gal fluorescence, 40 min; Potency, µM (series often up to 80 µM), inactives show at the top dose activity change, negative = inhibition, hits mostly inhibitors; 240,000 tested, 0.008% active;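 also: 0% = enzyme with vehicle and -100% = no enzyme basal signal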
# Target sequence (P06280 32-429 limits assumed): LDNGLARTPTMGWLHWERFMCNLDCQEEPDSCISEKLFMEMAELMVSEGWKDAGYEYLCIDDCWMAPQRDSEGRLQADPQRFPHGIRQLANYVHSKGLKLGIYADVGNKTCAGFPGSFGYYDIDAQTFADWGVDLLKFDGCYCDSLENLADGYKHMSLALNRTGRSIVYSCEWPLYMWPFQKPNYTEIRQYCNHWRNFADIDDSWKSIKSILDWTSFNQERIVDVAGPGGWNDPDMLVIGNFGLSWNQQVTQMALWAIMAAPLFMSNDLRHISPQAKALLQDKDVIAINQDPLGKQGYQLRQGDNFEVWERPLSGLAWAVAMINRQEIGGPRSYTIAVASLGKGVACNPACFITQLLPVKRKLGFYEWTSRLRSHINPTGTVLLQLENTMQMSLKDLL
#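 Inhibition or activation of alpha-galactosidase in human spleen homogenate is scored by 4-MU fluorescence after 40 min at 37C, pH 5.0, with 1 mM substrate. AC50s come from concentration-response fitted to the Hill equation.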
# The depositor's hits bear a star; ? = inconclusive; · = not tested or not shown; & = joins results of further samples; [ ] = remark or other dose. Calls follow the shape of the dose curve; as a rule, active = well fitted curve in the direction sought with a large enough effect; inconclusive = small, poorly fitted or top-dose-only effect, or another doubt; inactive = no such curve, though single readings can be large; an effect the other way counts as inactive or inconclusive. Potency is read from the fitted curve at half-maximal effect.
Structure | HTT ATP protect | Tau fibril ThT | Tau fluor cs | aGlu spleen mod | GAA glycogen mod | Tau FP inhib | GAA inh | aGal spleen mod
CS(=O)(=O)N(CC(=O)NCc1ccncc1)C1CCCCC1 | · | -5% | 1% | -4% | 3% | -8% | -1% | -4%
O=C(Nc1nnc(C2CC2)s1)C1Cc2ccccc2CN1C(=O)c1ccco1 (configuration not stated) | 10%[10 µM] | ? | -14% | 2% | -3% | -14% | -12% | -8%
C=CCn1c(=O)c2ccc(C(=O)NCc3ccccc3)cc2n(Cc2cccc(Cl)c2)c1=O | · | 2% | -1% | 4% | -12% | 0% | 2% | 10%
COC(=O)c1[nH]c(C)c(/C(O)=C2\C(=O)C(=O)N(CCN3CCOCC3)C2c2cccs2)c1C (configuration not stated) | -6%[0.074 µM] | -13% | 2% | 2% | -6% | 6% | -2% | -7%
CCC(CC)C(=O)c1c[nH]c(C(=O)NCc2cccnc2)c1 | -7%[10 µM] | 4% | 2% | 2% | 1% | -3% | -2% | 4%
O=C(Nc1ccc(N2CCN(Cc3ccccc3)CC2)cc1)c1ccccc1[N+](=O)[O-] | -51%[inhibitor][1.9 µM] | -5% | -10% | 1% | -6% | 10% | 1% | -3%
COc1cc(/C=N/N=C(/C(=O)c2ccccc2)c2ccccc2)cc(OC)c1O | 3%[0.074 µM] | ? | ? | -9% | -3% | ? | -11% | ?
COc1ccc(-c2noc(CC(=O)N(C)c3ccccc3F)n2)cc1 | · | -7% | -17% | · | 18%[76.3 µM] | 1% | · | ·
COc1cccc(CC2(CO)CCCN(S(=O)(=O)N(C)C)C2)c1 (configuration not stated) | 4%[10 µM] | -6% | -7% | 4% | 18% | -4% | 7% | 5%
CCCN1C(=O)C2(c3ccccc31)c1c(oc3cc(C)c(C)cc3c1=O)C(=O)N2CCCOC (configuration not stated) | · | -2% | -3% | · | -1%[76.3 µM] | 2% | · | ·

# Carrying on.
Structure | HTT ATP protect | Tau fibril ThT | Tau fluor cs | aGlu spleen mod | GAA glycogen mod | Tau FP inhib | GAA inh | aGal spleen mod
CN(C)S(=O)(=O)c1ccc(C(=O)NCCOc2ccccc2)cc1 | -8% | -10% | -7% | -8% | 0% | -1% | -4% | -5%
Cc1ccc(NC(=O)C(CC(C)C)NC(=O)C2CCC(C)CC2)nc1 (configuration not stated) | -5% | -17% | -10% | 1% | 5% | 6% | -3% | 0%
O=C(CSc1ccc(Cl)cc1)NC1CCCC1 | 0%[10 µM] | -4% | -4% | -2% | 1% | 13% | -6% | -5%
Cc1nn(CCOc2ccccc2)c(=O)n1-c1ccc(Cl)cc1 | -17% | -4% | -1% | · | 1% | 1% | -5% | 0%
CCN(CC)CCn1c(NCc2nc3ccccc3n2Cc2ccccc2)nc2ccccc21 | -11% | -18% | -20% | 2% | 0% | 0% | -6% | 2%
O=C(CSc1nnnn1C1CCCCC1)Nc1ccccc1F | · | -1% | -8% | -2% | 20% | -6% | -2% | -5%
CCn1c(=O)c([N+](=O)[O-])c(NCc2ccco2)c2ccccc21 | 14%[10 µM] | ? | ? | 2% | -2% | -4% | · | 2%
CCOC(=O)c1cnn(-c2ccc(C(C)C)cc2)c1NC(=O)C1CCC1 | 4% | -1% | -5% | -9% | -4% | 1% | 2% | -2%
CC1Cc2nc(SCC(=O)NCC3CCCO3)n(Cc3ccccc3)c(=O)c2S1 (configuration not stated) | 33%[10 µM] | -4% | -5% | -11% | 5% | -6% | 3% | -8%
O=c1cc(-c2cccc(F)c2)[nH]c2cc(Cl)ccc12 | -219%[inhibitor][96.6 µM] | -8%[81.4 µM] | -8%[81.3 µM] | 6%[119 µM] | · | -3%[81.3 µM] | · | -14%[119 µM]

# (more compounds)
Structure | HTT ATP protect | Tau fibril ThT | Tau fluor cs | aGlu spleen mod | GAA glycogen mod | Tau FP inhib | GAA inh | aGal spleen mod
Cc1cccc(NC(=O)CSc2nnc(NC(=O)CN3CCCCC3)s2)c1 | 7%[10 µM] | -1% | 0% | -7% | 12% | -1% | -6% | -4%
CNc1ccc(Cl)cc1C(N)=O | 13%[10 µM] | -5% | -8% | 8% | -3% | 9% | ? | ?
CCOc1ccc(CNC(=O)CCC(=O)N2CCSc3ccccc32)cc1 | · | 3% | 2% | · | -8%&-2%[76.3 µM] | 8% | · | ·
COc1ccccc1NS(=O)(=O)c1cccc(C(=O)N/N=C2\CC(=O)CC(C)(C)C2)c1 | 23%[10 µM] | -19% | -14% | -5% | 4% | 10% | -11% | -1%
CCCCN(C)C/C(O)=C(\C#N)c1nc(-c2ccccc2)cs1 | 12%[10 µM] | -21% | -20% | -4% | 28% | 6% | -2% | -2%
O=C(Cn1c(=O)n(Cc2ccccc2)c(=O)c2sc3ccccc3c21)Nc1ccc(F)cc1 | · | ? | -11% | · | 7%[76.3 µM] | ? | · | ·
Cc1ccc(C2N(c3ccc(Cl)c(Cl)c3)C(=O)C3CCCN32)o1 (configuration not stated) | -4% | -11% | -4% | -9% | 3% | 4% | -4% | 4%
COc1ccc(-n2nnc3c(=O)n(CC(=O)Nc4cc(C)on4)cnc32)cc1OC | -81%[inhibitor] | -6% | -5% | 4% | 1% | -10% | -10% | -4%
Cc1c(Cl)cccc1NC(=O)CSc1nc2c(c(=O)[nH]1)CCCC2 | · | -8% | -5% | -5% | 5% | -9% | -6% | -6%
CCN(CC)Cc1ccc(Nc2ccnc3cc(Cl)ccc23)cc1O | 14µM* | -8% | -19% | -4% | · | -10% | · | 9%

# An excerpt from further up, for reference:
Structure | HTT ATP protect | Tau fibril ThT | Tau fluor cs | aGlu spleen mod | GAA glycogen mod | Tau FP inhib | GAA inh | aGal spleen mod
Cc1c(Cl)cccc1NC(=O)CSc1nc2c(c(=O)[nH]1)CCCC2 | · | -8% | -5% | -5% | 5% | -9% | -6% | -6%
CCN(CC)Cc1ccc(Nc2ccnc3cc(Cl)ccc23)cc1O | 14µM* | -8% | -19% | -4% | · | -10% | · | 9%

# Further compounds
Structure | HTT ATP protect | Tau fibril ThT | Tau fluor cs | aGlu spleen mod | GAA glycogen mod | Tau FP inhib | GAA inh | aGal spleen mod
C[C@H]1[C@H](C)CC[C@]2(C)CC[C@]3(C)C(=CC[C@@H]4[C@@]5(C)CC[C@@H](O)[C@](C)(C(=O)O)[C@@H]5CC[C@]43C)[C@H]12 | -2%[10 µM] | -9% | 10% | 1% | -7% | -4% | · | 4%
O=C(NC1CCCC1)c1ccc([N+](=O)[O-])s1 | -81%[inhibitor] | -16% | -10% | -5% | 3% | -4% | -7% | -3%
Clc1cc(Br)ccc1OCCCn1ccnc1 | · | -4% | -1% | -14% | -2% | -3% | 6% | -2%
COc1ccc(CCNc2cc(C)nc3c(-c4ccc(Cl)cc4)c(C)nn23)cc1OC | -8%[10 µM] | ? | ? | 8% | 11% | 10% | -4% | 10%
NC(=O)CSc1nnnn1-c1cccc(Cl)c1 | 1%[10 µM] | 3% | 8% | -6% | -2% | 3% | 2% | -4%
O=C1C2C3c4ccccc4C(c4ccccc43)C2C(=O)N1Cc1ccccn1 (configuration not stated) | -31%[inhibitor] | -4% | -15% | -9% | -4% | -3% | 14% | 3%
COc1cccc(CSc2nc3ccncc3[nH]2)c1 | -91%[inhibitor][10 µM] | 2% | -1% | 3% | 6% | -5% | · | 0%
CC1(C)C=Cc2cc3ccc(=O)oc3cc2O1 | -178%[inhibitor] | ? | -19%&-15% | 18%&3% | -21% | -6%&7% | · | 16%&22%
c1ccc2[nH]c(CSc3ncnc4c3oc3ccccc34)nc2c1 | -12% | -15% | -24% | -3% | 0% | -8% | -3% | -11%
CC(C)Cn1c2c(c(O)c(C(=O)Nc3ccc(F)cc3)c1=O)CCCC2 | 7%[0.074 µM] | -10% | -10% | 2% | 6% | -8% | -4% | -4%
NC(=O)[C@@H]1CC2(CC(c3cccc(NC(=O)CC(c4ccccc4)c4ccccc4)c3)=NO2)CN1C(=O)c1ccc(Cl)cc1 (some centres not stated) | -9%[10 µM] | -17% | -19% | -16% | -14% | -13% | · | 2%
CCN1C(=O)/C(=C/c2cc(C)n(C)c2C)SC1=Nc1ccc(OC)cc1 | -21% | ? | ? | -2% | -7% | 0% | -7% | 1%

# Filtered by structure, those above with an NH in an aromatic ring.
Structure | HTT ATP protect | Tau fibril ThT | Tau fluor cs | aGlu spleen mod | GAA glycogen mod | Tau FP inhib | GAA inh | aGal spleen mod
COC(=O)c1[nH]c(C)c(/C(O)=C2\C(=O)C(=O)N(CCN3CCOCC3)C2c2cccs2)c1C (configuration not stated) | -6%[0.074 µM] | -13% | 2% | 2% | -6% | 6% | -2% | -7%
CCC(CC)C(=O)c1c[nH]c(C(=O)NCc2cccnc2)c1 | -7%[10 µM] | 4% | 2% | 2% | 1% | -3% | -2% | 4%
O=c1cc(-c2cccc(F)c2)[nH]c2cc(Cl)ccc12 | -219%[inhibitor][96.6 µM] | -8%[81.4 µM] | -8%[81.3 µM] | 6%[119 µM] | · | -3%[81.3 µM] | · | -14%[119 µM]
Cc1c(Cl)cccc1NC(=O)CSc1nc2c(c(=O)[nH]1)CCCC2 | · | -8% | -5% | -5% | 5% | -9% | -6% | -6%
COc1cccc(CSc2nc3ccncc3[nH]2)c1 | -91%[inhibitor][10 µM] | 2% | -1% | 3% | 6% | -5% | · | 0%
c1ccc2[nH]c(CSc3ncnc4c3oc3ccccc34)nc2c1 | -12% | -15% | -24% | -3% | 0% | -8% | -3% | -11%
